RBX1-CUL1 inh – blocks human RBX1-Cullin-1 di-ubiquitin formation. AID 1347404. 140,000 tested, 0.6% active. inhibition, % at 10 µM. P62877+Q13616. in vitro K48 di-Ub FRET, acceptor:donor ratio, 45 min; in the data active = inhibition above about 25%
Target sequence (P62877 whole entry, looked up): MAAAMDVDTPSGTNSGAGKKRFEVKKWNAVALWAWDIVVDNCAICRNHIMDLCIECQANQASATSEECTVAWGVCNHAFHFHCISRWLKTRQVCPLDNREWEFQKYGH
Target sequence (Q13616 whole entry, looked up): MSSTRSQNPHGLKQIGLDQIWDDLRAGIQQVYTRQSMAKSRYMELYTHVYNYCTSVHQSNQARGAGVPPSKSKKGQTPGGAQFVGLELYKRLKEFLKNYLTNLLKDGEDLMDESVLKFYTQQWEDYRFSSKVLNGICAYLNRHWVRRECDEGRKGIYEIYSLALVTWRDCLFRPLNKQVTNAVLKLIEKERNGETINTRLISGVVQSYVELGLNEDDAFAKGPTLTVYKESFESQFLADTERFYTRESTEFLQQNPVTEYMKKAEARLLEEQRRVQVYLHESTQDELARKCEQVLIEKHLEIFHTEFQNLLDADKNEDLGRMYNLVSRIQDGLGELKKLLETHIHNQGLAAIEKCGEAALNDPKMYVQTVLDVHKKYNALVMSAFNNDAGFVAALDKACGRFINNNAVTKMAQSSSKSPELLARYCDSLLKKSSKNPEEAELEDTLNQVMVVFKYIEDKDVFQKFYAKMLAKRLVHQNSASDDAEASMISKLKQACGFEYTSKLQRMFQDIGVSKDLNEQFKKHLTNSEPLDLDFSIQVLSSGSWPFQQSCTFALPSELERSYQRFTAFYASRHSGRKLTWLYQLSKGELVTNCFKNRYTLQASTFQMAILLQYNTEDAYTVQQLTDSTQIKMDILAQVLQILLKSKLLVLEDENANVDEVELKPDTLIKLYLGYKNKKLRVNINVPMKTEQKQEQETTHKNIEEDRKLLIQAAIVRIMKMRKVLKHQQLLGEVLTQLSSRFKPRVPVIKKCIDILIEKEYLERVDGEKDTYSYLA
* marks the source's active call; other numbers are inactive results. Not all compounds are listed; the hit share may differ from the screen's.

RBX1-CUL1 inh,SMILES
1,COc1cccc(CNC(=O)CCCN2C(=O)CSc3c2c(C)nn3-c2ccccc2)c1
3,c1ccc2c(c1)nnn2CNCn1nnc2ccccc21
-1,O=S(=O)(c1ccccc1)C1c2ccccc2Sc2ccccc21
-10,COc1ccc(CNC(=O)C(=O)NCC(c2ccco2)S(=O)(=O)c2ccc(Cl)cc2)cc1 (stereo unspecified)
0,CN(C)c1ccnc2sc(C(=O)c3ccccc3)c(N)c12
-5,Cc1ccc(-c2nc3cccnc3s2)cc1NC(=O)C(C)C
-6,COc1ccc2nc(NC3=NC(C(=O)Nc4ccc(C)cc4)CC(=O)N3)nc(C)c2c1 (stereo unspecified)
10,CC(C)c1cc(NCc2ccccn2)n2c(nc3ccccc32)c1C#N
-1,COc1ccccc1NC(=O)CS(=O)(=O)c1ccc2ccccc2c1
3,CCOCCCNC(=O)NC12CC3CC(CC(C3)C1)C2
6,Cc1ccc(-c2nc3cc(NC(=O)Cc4ccc(Cl)cc4)ccc3o2)cc1
-4,O=C(NCCN1CCOCC1)c1ccc(N2CCC(NCCn3ccc4ccccc43)CC2)cc1
4,CC(C)(C)c1ccc(OCC(N)=O)c(C(C)(C)C)c1
-5,CCN(CC)CCNC(=O)C1CCN(c2cc(C)nc3c(-c4ccc(Cl)cc4)c(C)nn23)CC1
-11,COc1cccc(CNC(=O)c2ccc3c(c2)c(C)c(C)n3Cc2ccccc2)c1
10,CCOc1ccc(CCNC(=O)c2c(C)oc3ncn(CC(C)C)c(=O)c23)cc1OCC
7,N#C/C(=N\Nc1cccc(S(=O)(=O)N2CCOCC2)c1)c1nc2ccccc2s1
-5,O=c1[nH]sc2snc(Cl)c12
-2,CC(CN1CCN(C)CC1)OC(=O)c1ccc(C(C)(C)C)cc1 (stereo unspecified)
-4,O=C(Cn1nnnc1CN1CCCC1)N1CCN(C23CC4CC(CC(C4)C2)C3)CC1
-5,CC(C)c1ccc(NC(=O)CN2C(=O)COc3ccc(S(=O)(=O)N4CCOCC4)cc32)cc1
0,CCOC(=O)C1(CCOc2ccccc2)CCN(Cc2cccc3nccnc23)CC1
7,O=C1N(Cc2ccc(F)cc2)CCCC1(O)CNC1CCCCC1 (stereo unspecified)
2,COc1cccc2c1cc1c(=O)n(CC(=O)N3CCN(c4ccc(F)cc4)CC3)nc(C)n12
-1,O=C(NCc1cccs1)c1nn(-c2ccccc2F)nc1CO
6,CCCS(=O)(=O)NCc1cccnc1N1CCN(c2ccccc2C)CC1
-3,COc1ccc(-c2cnnc(NCCN3CCCCC3CO)n2)cc1 (stereo unspecified)
9,O=C(Nc1cccc(OC(=O)C2CCN(S(=O)(=O)c3ccc(Oc4ccccc4)cc3)CC2)c1)c1ccco1
6,O=C(COc1ccc(Br)cc1)N1CCCc2ccccc21
7,COc1ccccc1CNc1ccc(-c2nc(-c3ccccn3)no2)cc1[N+](=O)[O-]

Continued.
RBX1-CUL1 inh,SMILES
1,O=C(c1ccccc1Br)N1CCN(c2ccc([N+](=O)[O-])cc2Cl)CC1
12,O=C(Nc1cnn(-c2ccc(C(=O)N3CCOc4ccccc4C3)cc2)c1)C1CCOCC1
11,COC(=O)c1ccc(NC(=O)CSc2nc3ccc(OC)cc3[nH]2)cc1
10,CC(NC(=O)c1nc(-c2ccccc2)no1)c1ccccc1 (stereo unspecified)
2,CCc1ccc(CNC(=O)Cn2c(-c3cccs3)cc3cc(F)ccc32)cc1
4,CCc1ccc(S(=O)(=O)Nc2cc3c(C(=O)OCc4ccccc4)c(C)oc3c3ccccc23)cc1
-3,COC(=O)c1c(NC(=O)Cn2nc(C(F)(F)F)c(Br)c2C)sc2c1CCC(C(C)(C)C)C2 (stereo unspecified)
4,CCc1csc(CNC(=O)c2ccc(N(C)C3CCN(C)C3)nc2)n1 (stereo unspecified)
3,N#Cc1c(-c2ccccc2F)cc(-c2cccs2)nc1SCC(F)(F)F
-5,COc1ccc(Cn2c(CO)cnc2SCC(=O)Nc2ccc3c(c2)OCCO3)cc1
0,Fc1ccc(F)c(NCn2nnc3ccccc32)c1
-6,COc1ccc(S(=O)(=O)Nc2ccc(O)c3ccccc23)cc1
0,COC(=O)CN1C(=O)S/C(=C/c2cc(Br)ccc2OCc2cccc(F)c2)C1=O
2,Cc1cc2oc(C(=O)Nc3cccc(-c4nc5ccccc5o4)c3)c(C)c2cc1C
-1,O=C(CSc1cccs1)Nc1ccc2ccccc2c1
8,Nc1c(C(=O)Nc2ccc(F)c(Cl)c2)sc2ncccc12
1,CCCOc1c(OC)cccc1C1C(C(=O)OCC)=C(c2ccccc2)N=c2s/c(=C/c3ccc(O)c(OC)c3)c(=O)n21 (stereo unspecified)
-2,N#CC1C(=N)C(C#N)(C#N)C2(CCC3(CC2)OCCO3)C2CC3(CC=C12)OCCO3 (stereo unspecified)
-1,COc1cc(CN2CCOC(Cc3ccccc3)C2)cc(OC)c1OC (stereo unspecified)
-9,O=c1c2cnn(-c3ccc(F)cc3)c2ncn1Cc1ccccc1Cl
8,O=[N+]([O-])c1ccc(C=C(Cl)Cl)s1
-4,Cc1ccc(-n2nc3c(=O)n(CCCC(=O)NC(C)c4ccccc4)nc(C)c3c2C)cc1 (stereo unspecified)
-1,Cc1oc2ncn(CC(C)C)c(=O)c2c1C(=O)N1CCN(c2ccc(F)cc2)CC1
5,N#Cc1cc(Nc2cc3ccccc3cc2N)c([N+](=O)[O-])cc1C#N
4,CCOc1ccc(Oc2cc(NC(=O)c3cnn4c(C(F)(F)F)cc(-c5ccc(Br)cc5)nc34)cc([N+](=O)[O-])c2)cc1
-8,CCOC(=O)c1sc(NC(=O)C(C)Oc2ccc(OC)cc2)c(C(=O)OCC)c1C (stereo unspecified)
13,CCCSCCCNC(=O)C1CCN(C(=O)c2cc3sccc3n2C)CC1
-2,O=C(Cc1ccccc1)NCc1cccc(CNC(=O)Cc2ccccc2)c1
6,CSCCC(C(=O)Nc1ccc(Cl)c(Cl)c1)N1C(=O)C2C3c4ccccc4C(c4ccccc43)C2C1=O (stereo unspecified)
4,CCSc1nnc2c(n1)OC(c1ccc3c(c1)OCO3)Nc1ccc(Br)cc1-2 (stereo unspecified)

The list continues.
RBX1-CUL1 inh,SMILES
-1,CN(C)S(=O)(=O)N1CCC2(CCCN(Cc3cccc(F)c3F)C2=O)C1 (stereo unspecified)
2,COc1ccc(NC(=O)c2cnc(N3CCOCC3)c3ccccc23)cc1OC
0,Cc1cccc(S(=O)(=O)c2cn(C)c3cc(N4CCC(C)CC4)c(F)cc3c2=O)c1
2,CCc1ccc(-c2nc(SCC(=O)NCC3CCCO3)c(-c3ccc(C)cc3)[nH]2)cc1 (stereo unspecified)
0,Cc1c(C(=O)NC(C)c2ccccc2)sc2nc3n(c(=O)c12)CCCC3 (stereo unspecified)
0,CCSc1nnc2c(n1)OC(c1cccc(F)c1)Nc1ccccc1-2 (stereo unspecified)
-5,COC(=O)c1ccc(O)c(N2C(=O)c3ccccc3C2=O)c1
1,CC(C)(C)C(=O)Nc1ccnn1C1CCN(C(=O)CCN2CCCCO2)CC1
-8,Fc1ccc(CNCc2ccncc2)cc1
2,COc1ccc(O)c(/C=N/NC(=O)CSc2nnc(-c3ccccc3)n2-c2ccccc2)c1
9,CNC(=O)c1[nH]cnc1C(=O)Nc1cccc(OC)c1
-3,CCOc1ccc(CCNC(=O)Cn2nnc(-c3ccc(OC)c(OC)c3)n2)cc1OCC
9,O=C(N=C1SC2CS(=O)(=O)CC2N1c1ccccc1)c1ccc(Br)cc1 (stereo unspecified)
9,CCOC(=O)C1C(C)=NC(=S)C(C#N)=C1c1ccccc1 (stereo unspecified)
-4,CC(=O)c1cc(-c2ccc(F)cc2)n(CCC(=O)NCc2ccc(C)cc2)c1C
7,COc1ccc(-c2cc(C(=O)Nc3ccc(S(=O)(=O)Nc4nccs4)cc3)c3ccccc3n2)c(OC)c1
0,CCOC(=O)c1cnn2c(C(F)F)cc(C(F)F)nc12
1,CCCCS(=O)(=O)N1CCCC(C(=O)NC2CCCCC2)C1 (stereo unspecified)
4,Cc1ccc(C)c(Nc2ncnc3onc(C)c23)c1
9,CSc1ccc(CNc2nnnn2C)cc1
4,COC(=O)c1cc(-c2cccs2)nc2ccc(Br)cc12
8,CCC(CO)NS(=O)(=O)c1ccc(Cl)cc1 (stereo unspecified)
3,CCN(CC)c1ccc(C2N(c3ccccc3)CCN2c2ccccc2)cc1
-8,CC(C)(C)OC(=O)NC1(C(Cl)(Cl)Cl)Oc2ccc(C(C)(C)C)cc2O1 (stereo unspecified)
7,CC(C)OC(=O)c1cc(NC(=O)C2C3CCC(O3)C2C(=O)O)cc(C(=O)OC(C)C)c1 (stereo unspecified)
-6,C=C(C)c1ccccc2nc(N)nc1-2
5,Cc1sc2nc(C)n(CCO)c(=O)c2c1C
-7,COC(=O)c1ccccc1NS(=O)(=O)c1ccc2c(c1)CCCN2C(C)=O
-2,CNS(=O)(=O)c1cc(C(C)(C)C)cc(C)c1C
-13,O=C1N(Cc2ccccc2F)CCCC1(O)CNCc1cccc(Cl)c1 (stereo unspecified)

Next part
RBX1-CUL1 inh,SMILES
3,O=C(NCc1ccccc1)c1c(N=Cc2cccc(O)c2)sc2c1CCCC2
0,Cc1ccc(NC(=O)NCc2c(-n3cccc3)sc3c2CCCC3)c(Cl)c1
1,CSCCNC(=O)c1oc2ccc(C)cc2c1C
2,Cc1ccc(C(C)C)c(OCCOCCN2CCNCC2)c1
-12,C=CCOc1ccc(C(=O)Oc2ccc(F)cc2)cc1
-5,CNC(=O)c1ccc(C2CCCN2Cc2ccc(-c3ccn[nH]3)o2)s1 (stereo unspecified)
-2,O=C(NCc1ccon1)c1ccc(OC2CCN(Cc3ccccn3)CC2)cc1
2,Clc1ccc(-c2csc(=Nc3ccccc3)n2Cc2ccc3c(c2)OCO3)cc1
-2,COc1ccc(F)c(CC2(CCC(=O)N(C)Cc3cccc(-n4nc(C)cc4C)c3)CCC(=O)N2)c1 (stereo unspecified)
1,O=C(Nc1ccc2oc(-c3cccc(F)c3)nc2c1)c1ccc2ccccc2c1
-3,COC(=O)c1cc(CNC(=O)c2ccco2)cc(NS(=O)(=O)c2cccc(C(F)(F)F)c2)c1
-6,CC1(C)CC(=O)C2=C(C1)OC(=N)C(C#N)C2c1ccc(Cl)cc1Cl (stereo unspecified)
-3,Cc1cccc(Cn2c(=O)n(CCCC(=O)NCc3ccccc3Cl)c(=O)c3ccccc32)c1
-10,COc1ccc(C2c3c(C)nn(-c4ccc(C)cc4)c3OC(=N)C2C#N)cc1Cn1cc([N+](=O)[O-])cn1 (stereo unspecified)
-5,Clc1ncnc2c1sc1ccccc12
6,Cc1cccc(C)c1NC(=O)c1cccc(I)c1
9,COc1cccc(C(=O)NCc2cccnc2N2CCN(C)CC2)c1
-4,Cc1cccc(NC(=O)C(C)Oc2ccccc2F)c1 (stereo unspecified)
7,O=C(Cn1nc(-c2ccccc2)c2ccccc2c1=O)Nc1cccc(C(F)(F)F)c1
7,Cc1ccccc1C(=O)NC(N1CCCCCC1)C(Cl)(Cl)Cl (stereo unspecified)
5,COc1ccc(C2C3SC(=O)N=C3SC3C(=O)N(c4ccc(C)cc4)C(=O)C32)cc1 (stereo unspecified)
0,COc1ccc(C2CC(=O)c3c([nH]c(C(=O)OCCOc4ccccc4)c3C)C2)cc1OC (stereo unspecified)
-10,Cc1cc2nc(N3CCC(C(=O)NCC(C)c4ccccc4)CC3)nc(C)c2cc1C (stereo unspecified)
-10,CCCCC(=O)NC(=S)Nc1ccccc1N1CCCCC1
6,COC(=O)c1c(-c2cccc3ccccc23)csc1NC(=O)C1CCC1
-3,OCCC1CN(Cc2cccc3cccnc23)CCN1C1CCCCC1 (stereo unspecified)
14,O=C(c1cc(COc2ccc3ncccc3c2)on1)N1CCC(c2ccncc2)CC1
2,Cc1[nH]c(=O)[nH]c(=S)c1C(=O)Nc1ccc(Cl)c(Cl)c1
16,CC(C)(C)NC(=O)CCSc1nnc(-c2ccco2)o1
